Bioassay records (PubChem)
MEX-5 binding: MEX-5 zinc finger RNA-binding disruptors – biochemical, C. elegans, fluorescence polarization, MLPCN library, primary screen; Zinc finger protein mex-5 (Caenorhabditis elegans), Q9XUB2; MEX-5/FITC-TCR2 RNA binding; active compounds read low; activity score (negative = inhibition of binding), % at 10 µM; 0.38% of 300,000 active; AID 1832, 2009;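 active means inhibition past about -25% in most replicates, and total fluorescence under double the plate's negative control median, limit read from the data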;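 further: 0% = DMSO and -100% = 5 µM competing unlabeled TCR2 RNA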
Bcl-xL primary: inhibitors of human Bcl-xL, primary screen, biochemical, fluorescence polarization, HTS. 0.7% of 320,000 active. GST-Bcl-xL / FITC-Bim BH3 peptide fluorescence polarization. inhibition, % at 10.9 µM. AID 2129, 2009;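 active means inhibition above the mean of all tested compounds plus 3 SD, cutoff set per campaign, cut at about 30% in these data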;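 further: 0% = DMSO wells and 100% = unlabeled Bim-BH3 peptide competitor; inhibitors lower millipolarization by displacing the labeled peptide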
pPAFAH FP inh: pPAFAH enzyme inhibitors, primary screen, biochemical, fluorescence polarization, human. Platelet-activating factor acetylhydrolase (Homo sapiens), Q13093. recombinant pPAFAH, FP-rhodamine probe fluorescence polarization. inhibition, % at 3.39 µM. 1.5% of 330,000 active;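 active means inhibition above the mean inhibition across the screen plus 3 SD, cut at about 25% in these data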;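 further: inhibitors block binding of the rhodamine activity-based probe so polarization drops; 0% = enzyme with DMSO and 100% = wells lacking pPAFAH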
GLD-1 RNA inh: GLD-1/TGE RNA complex disruptors, primary screen, biochemical, fluorescence polarization; Female germline-specific tumor suppressor gld-1 (Caenorhabditis elegans), Q17339; purified GLD-1 + fluorescein TGE RNA; inhibition, % at 5.96 µM; 0.44% of 320,000 active; AID 2280, 2010;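 active means percent inhibition above a per-plate cutoff, the plate mean of test compounds plus 3 SD, cut at about 30% in these data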;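 further: 0% = DMSO wells with GLD-1 and probe and 100% = wells lacking GLD-1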
PME-1 primary: PME-1 inhibitors via competitive probe labeling, primary screen, biochemical, fluorescence polarization, FP-Rh probe, HTS; Protein phosphatase methylesterase 1 (Homo sapiens), Q9Y570; recombinant PME-1; inhibition, % at 5.9 µM; 0.53% of 320,000 active; AID 2130, 2009;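 active means inhibition above the campaign mean of all compounds plus 3 SD, cut at about 26% in these data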;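 further: competitive labeling of PME-1 active site by serine hydrolase directed probe; 0% = PME-1 with DMSO and 100% = wells lacking PME-1 enzyme; inhibitors block probe labeling so polarization falls and inhibition rises; many of its hits are not listed in these tables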
PAFAH1B2 FP inh: PAFAH1B2 enzyme inhibitors, primary screen, biochemical, fluorescence polarization, human; recombinant PAFAH1B2, FP-rhodamine activity probe; inhibition, % at 3.39 µM; 1.2% of 340,000 active; AID 492953, 2010;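 active means inhibition above the mean of all tested compounds plus 3 SD, cut at about 24% in these data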;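 further: 0% = enzyme with DMSO and 100% = wells lacking PAFAH1B2; many of its hits are not listed in these tables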
Target sequence (P68402 whole entry, looked up): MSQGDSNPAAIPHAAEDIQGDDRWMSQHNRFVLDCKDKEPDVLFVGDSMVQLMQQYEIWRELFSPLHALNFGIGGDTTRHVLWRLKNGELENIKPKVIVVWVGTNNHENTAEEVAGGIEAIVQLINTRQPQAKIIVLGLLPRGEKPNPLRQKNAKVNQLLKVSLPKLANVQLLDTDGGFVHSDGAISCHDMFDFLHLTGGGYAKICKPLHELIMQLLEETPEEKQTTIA
Fam108B counter: mouse Fam108B serine hydrolase inhibitors, primary screen, counter-screen for RBBP9 inhibitor project, biochemical, fluorescence polarization; recombinant Fam108B, FP-Rh probe fluorescence polarization; inhibition, % at 9.51 µM; 0.33% of 300,000 active;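 active means inhibition above the screen mean inhibition plus 3 SD, computed separately per campaign, cut at about 18% in these data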;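 further: inhibitors lower polarization as less probe binds the enzyme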
MCL1-BIM inh: inhibitors of MCL1 binding to BIM-BH3, primary screen, biochemical, fluorescence polarization | Induced myeloid leukemia cell differentiation protein Mcl-1 (Homo sapiens), Q07820 | GST-MCL1 / FITC-Bim-BH3 fluorescence polarization | inhibition, % at 10.9 µM | 0.68% of 320,000 active;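 active means inhibition above the mean inhibition of all tested compounds plus 3 SD, set per campaign, cut at about 40% in these data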;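 further: 0% = DMSO wells and 100% = unlabeled Bim-BH3 peptide control; higher means more loss of mP so more displacement of Bim peptide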
AHR activator: AHR activators, primary screen, cell-based, luminescence, luciferase reporter, human | Aryl hydrocarbon receptor (Homo sapiens), P35869 | AHR-responsive luciferase reporter cells | activation, % at 5 µM | 2.5% of 320,000 active | AID 2796, 2010; in the data active means activation above about 47%;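 further: 0% = vehicle wells and 100% = reference agonist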
Target sequence (P35869 whole entry, looked up): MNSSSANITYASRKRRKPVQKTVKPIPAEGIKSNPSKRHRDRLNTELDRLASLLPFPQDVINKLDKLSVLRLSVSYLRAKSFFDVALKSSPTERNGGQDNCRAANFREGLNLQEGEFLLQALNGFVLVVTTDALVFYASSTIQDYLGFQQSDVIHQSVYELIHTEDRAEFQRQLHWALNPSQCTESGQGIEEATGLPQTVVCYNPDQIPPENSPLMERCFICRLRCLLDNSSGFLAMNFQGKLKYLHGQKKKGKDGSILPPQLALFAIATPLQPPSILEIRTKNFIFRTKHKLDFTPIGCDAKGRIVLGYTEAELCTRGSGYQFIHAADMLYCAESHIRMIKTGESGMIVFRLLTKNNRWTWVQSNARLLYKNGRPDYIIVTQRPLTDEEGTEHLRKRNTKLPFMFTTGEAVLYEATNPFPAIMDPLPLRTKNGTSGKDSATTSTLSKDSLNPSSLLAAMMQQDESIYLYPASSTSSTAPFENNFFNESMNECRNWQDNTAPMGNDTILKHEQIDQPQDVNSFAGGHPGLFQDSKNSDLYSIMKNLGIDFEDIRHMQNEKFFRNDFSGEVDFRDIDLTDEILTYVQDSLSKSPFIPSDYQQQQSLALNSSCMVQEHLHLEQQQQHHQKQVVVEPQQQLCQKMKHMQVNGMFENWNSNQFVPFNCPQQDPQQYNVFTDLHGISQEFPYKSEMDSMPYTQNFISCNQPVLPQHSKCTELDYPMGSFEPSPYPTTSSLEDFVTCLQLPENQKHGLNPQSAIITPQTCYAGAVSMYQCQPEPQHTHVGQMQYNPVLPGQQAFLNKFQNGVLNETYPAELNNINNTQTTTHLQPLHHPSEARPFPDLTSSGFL
The depositor's hits bear a star.

Screening CC(=O)c1c(C)[nH]c(C(=O)CN2CCN(S(=O)(=O)c3ccccc3)CC2)c1C returned Bcl-xL primary 0, pPAFAH FP inh 1, GLD-1 RNA inh -1, PME-1 primary 4, PAFAH1B2 FP inh 4, MCL1-BIM inh 0 and AHR activator -1.
`O=C(CNCc1ccc(Cl)cc1)Nc1ccc2c(c1)OCCO2` gave MEX-5 binding -0.4, Bcl-xL primary 2, pPAFAH FP inh 2, GLD-1 RNA inh 4, PME-1 primary 7, PAFAH1B2 FP inh 16, Fam108B counter 3, MCL1-BIM inh 3 and AHR activator 5.
CCOC(=O)N1CCC(NC(=O)c2cc(C(=O)NC3CCCC3)ccc2CO)CC1 was read as MEX-5 binding -2.0, Bcl-xL primary 1, pPAFAH FP inh 2, GLD-1 RNA inh 1, PME-1 primary -3, PAFAH1B2 FP inh 7, Fam108B counter -5, MCL1-BIM inh 5 and AHR activator 1.
Screening COc1cc(NC(=O)C2=C(N3CCOCC3)/C(=C/c3ccc(Cl)cc3)CC2)cc(OC)c1OC returned MEX-5 binding 1.9, Bcl-xL primary -3, pPAFAH FP inh 13, GLD-1 RNA inh 6, PME-1 primary -8, PAFAH1B2 FP inh 5, Fam108B counter 2, MCL1-BIM inh 4 and AHR activator 0.
For Cc1cc(C)nc(/N=C(\NC(=O)C(C)(C)C)Nc2ccc(F)cc2)n1 the results were MEX-5 binding -2.3, Bcl-xL primary 7, pPAFAH FP inh -7, GLD-1 RNA inh -2, PME-1 primary -12, PAFAH1B2 FP inh 5, Fam108B counter 1, MCL1-BIM inh 12 and AHR activator 4.
For COc1cccc(-c2nn(-c3ccccc3)cc2CN(C)Cc2c(C)nc3ccccn23)c1 the results were MEX-5 binding 1.9, Bcl-xL primary 7, pPAFAH FP inh 7, GLD-1 RNA inh 5, PME-1 primary 3, PAFAH1B2 FP inh 1, Fam108B counter 4, MCL1-BIM inh 19 and AHR activator 13.
O=C(NCc1c(Cl)cccc1Oc1ccccc1)c1ccccc1 was read as MEX-5 binding 1.1, Bcl-xL primary 6, pPAFAH FP inh -3, GLD-1 RNA inh 2, PME-1 primary -2, PAFAH1B2 FP inh -1, Fam108B counter -3, MCL1-BIM inh -6 and AHR activator 3.
For Cc1ccc(C)c(NC(=O)CN(C)S(=O)(=O)c2ccccc2)c1 the results were MEX-5 binding -1.8, Bcl-xL primary -1, pPAFAH FP inh 7, GLD-1 RNA inh 4, PME-1 primary 0, PAFAH1B2 FP inh 0, Fam108B counter -1, MCL1-BIM inh 3 and AHR activator -3.
Screening CCn1cc(Cl)c(C(=O)NNC(=O)CCn2cc([N+](=O)[O-])cn2)n1 returned MEX-5 binding -7.6, Bcl-xL primary -6, pPAFAH FP inh -3, GLD-1 RNA inh 2, PME-1 primary -8, PAFAH1B2 FP inh -2, Fam108B counter -1, MCL1-BIM inh -13 and AHR activator 0.
Screening Cc1cccc(Oc2ccc(NC(=O)C3CC=CCC3C(=O)O)cc2)c1 (stereo not given) returned MEX-5 binding 0.9, Bcl-xL primary 3, pPAFAH FP inh 6, GLD-1 RNA inh 14, PME-1 primary -5, PAFAH1B2 FP inh 8, Fam108B counter -2, MCL1-BIM inh -1 and AHR activator -1.
N/C(=N\OC(=O)c1ccco1)c1ccccn1 was read as MEX-5 binding 0.1, Bcl-xL primary -6, pPAFAH FP inh 15, GLD-1 RNA inh 0, PME-1 primary 5, PAFAH1B2 FP inh 1, Fam108B counter 3, MCL1-BIM inh 1 and AHR activator -2.
For CCc1ccccc1NC(=O)CSc1nc(-c2ccccc2)nn1C(=O)c1cccc([N+](=O)[O-])c1 the results were MEX-5 binding 1.8, Bcl-xL primary 0, pPAFAH FP inh -1, GLD-1 RNA inh 10, PME-1 primary -12, Fam108B counter -2, MCL1-BIM inh -1 and AHR activator 10.
COc1ccc(C)cc1S(=O)(=O)NCCN1CCOCC1 was read as MEX-5 binding -1.3, Bcl-xL primary 5, pPAFAH FP inh 4, GLD-1 RNA inh -4, PME-1 primary -1, PAFAH1B2 FP inh 2, Fam108B counter 2, MCL1-BIM inh -2 and AHR activator 1.
`CCOc1ccc(NC(=O)CSc2nc(=O)n(Cc3cccnc3)c3c2CCC3)cc1` gave MEX-5 binding -0.5, Bcl-xL primary 6, pPAFAH FP inh -4, GLD-1 RNA inh -6, PME-1 primary 2, PAFAH1B2 FP inh -2, Fam108B counter 2, MCL1-BIM inh 8 and AHR activator 12.
O=C(COC(=O)c1ncc(Cl)c(Cl)c1Cl)NCCc1ccccc1 was read as MEX-5 binding -2.3, Bcl-xL primary -5, pPAFAH FP inh 16, GLD-1 RNA inh -7, PME-1 primary 2, PAFAH1B2 FP inh 4, Fam108B counter 0, MCL1-BIM inh -3 and AHR activator -1.
For CCCNC(=O)COc1ccc(S(=O)(=O)Nc2ccc(C)cc2)cc1 the results were MEX-5 binding -1.0, Bcl-xL primary 2, pPAFAH FP inh 30*, GLD-1 RNA inh 7, PME-1 primary 5, PAFAH1B2 FP inh 7, Fam108B counter 4, MCL1-BIM inh 5 and AHR activator -4.
For O=C(NCC1CCCO1)C(=O)N/N=C/c1cc(Cl)ccc1O (stereo not given) the results were MEX-5 binding -1.1, Bcl-xL primary 1, pPAFAH FP inh 22, GLD-1 RNA inh -2, PME-1 primary -4, PAFAH1B2 FP inh 6, Fam108B counter -1, MCL1-BIM inh 9 and AHR activator 12.
`Cc1ccc(NC(=O)CCSc2nnc(-c3ccco3)o2)cc1` gave MEX-5 binding -0.2, Bcl-xL primary 4, pPAFAH FP inh 7, GLD-1 RNA inh 2, PME-1 primary 6, PAFAH1B2 FP inh 1, Fam108B counter 1, MCL1-BIM inh 3 and AHR activator 2.
CCC(C)(C)C1CCC2(CC1)NC(=O)N(CC(=O)N(C)Cc1ccc(OC(F)F)cc1)C2=O (stereo not given) was read as MEX-5 binding -3.4, Bcl-xL primary 3, pPAFAH FP inh 4, GLD-1 RNA inh 9, PME-1 primary 0, PAFAH1B2 FP inh 3, Fam108B counter 1, MCL1-BIM inh 3 and AHR activator -1.
Screening O=C(CCNC(=O)c1ccccc1Cl)Nc1cccc(C(F)(F)F)c1 returned MEX-5 binding -0.4, Bcl-xL primary 3, pPAFAH FP inh -1, GLD-1 RNA inh 7, PME-1 primary -3, PAFAH1B2 FP inh 2, Fam108B counter -1, MCL1-BIM inh 1 and AHR activator -5.
Screening CCc1cccc(C)c1NC(=O)C1CN(S(=O)(=O)c2ccccc2)CCN1S(=O)(=O)c1ccccc1 (stereo not given) returned MEX-5 binding 0.0, Bcl-xL primary -1, pPAFAH FP inh 2, GLD-1 RNA inh 1, PME-1 primary 0, PAFAH1B2 FP inh 2, Fam108B counter 7, MCL1-BIM inh 5 and AHR activator 3.
Cn1ncc2c(N3CCCCC3)nc(NCCCO)nc21 was read as MEX-5 binding -3.7, Bcl-xL primary 7, pPAFAH FP inh 0, GLD-1 RNA inh 2, PME-1 primary -3, PAFAH1B2 FP inh 0, Fam108B counter 6, MCL1-BIM inh 9 and AHR activator 5.
Cc1cc(C)cc(N(CC(=O)NC2CCCC2)C(=O)CCC(=O)Nc2nccs2)c1 was read as MEX-5 binding -0.3, Bcl-xL primary 4, pPAFAH FP inh 1, GLD-1 RNA inh 0, PME-1 primary 0, PAFAH1B2 FP inh 1, Fam108B counter 0, MCL1-BIM inh -1 and AHR activator 2.
Screening Nc1nnc(-c2ccc(Cl)cc2Cl)s1 returned MEX-5 binding -0.4, Bcl-xL primary 2, pPAFAH FP inh 2, GLD-1 RNA inh 2, PME-1 primary -4, PAFAH1B2 FP inh 2, Fam108B counter -1, MCL1-BIM inh 8 and AHR activator -1.
For CCN(CC)C(=O)CNC(=O)Cc1ccc(Cl)cc1 the results were MEX-5 binding -0.9, Bcl-xL primary 1, pPAFAH FP inh 3, GLD-1 RNA inh 2, PME-1 primary 2, PAFAH1B2 FP inh 5, Fam108B counter -3, MCL1-BIM inh 6 and AHR activator -3.
For CCCc1cc(=O)n2[nH]c(-c3ccc(Cl)cc3)cc2n1 the results were MEX-5 binding -2.3, Bcl-xL primary 0, pPAFAH FP inh 13, GLD-1 RNA inh 4, PME-1 primary -37, PAFAH1B2 FP inh 9, Fam108B counter 1, MCL1-BIM inh 1 and AHR activator 33.
COc1ccc(C(C)(C)C)cc1NC(=S)NCCN1CCOCC1 was read as MEX-5 binding 1.1, Bcl-xL primary 5, pPAFAH FP inh -3, GLD-1 RNA inh 1, PME-1 primary 4, PAFAH1B2 FP inh 3, Fam108B counter 8, MCL1-BIM inh 10 and AHR activator 12.
`Cc1ccc2c(c1)c1c3n2CCN(CC(N)=O)C3CCC1` (stereo not given) gave MEX-5 binding 2.2, Bcl-xL primary 9, pPAFAH FP inh -1, GLD-1 RNA inh 8, PME-1 primary -2, PAFAH1B2 FP inh -2, Fam108B counter -6, MCL1-BIM inh 21 and AHR activator 15.
For CC(=O)N1CCN(Cc2nc3cc(NC(=O)COc4ccccc4)ccc3n2C)CC1 the results were MEX-5 binding -11, Bcl-xL primary 12, pPAFAH FP inh -3, GLD-1 RNA inh -1, PME-1 primary 1, PAFAH1B2 FP inh 4, Fam108B counter -3, MCL1-BIM inh 5 and AHR activator -1.
Screening Cc1c(NC(=O)c2ccc(S(=O)(=O)N(C)c3ccccc3)cc2)c(=O)n(-c2ccccc2)n1C returned MEX-5 binding 1.2, Bcl-xL primary 3, pPAFAH FP inh 1, GLD-1 RNA inh 1, PME-1 primary -3, PAFAH1B2 FP inh 5, Fam108B counter -5, MCL1-BIM inh 7 and AHR activator -2.
For O=C(CCC(=O)c1cccs1)OCc1ccc([N+](=O)[O-])cc1 the results were Bcl-xL primary -5, pPAFAH FP inh -2, GLD-1 RNA inh 8, PME-1 primary 2, PAFAH1B2 FP inh 0, MCL1-BIM inh -1 and AHR activator -2.
COc1ccc(Br)cc1CNC(=O)C1CCCN(S(=O)(=O)N2CC(C)CC(C)C2)C1 (stereo not given) was read as MEX-5 binding -1.3, Bcl-xL primary 5, pPAFAH FP inh 2, GLD-1 RNA inh -2, PME-1 primary 5, PAFAH1B2 FP inh 6, Fam108B counter 0, MCL1-BIM inh 1 and AHR activator 4.
For O=C(O)CCCCCn1c(O)c(C=C2N=c3ccccc3=N2)sc1=S the results were Bcl-xL primary 3, pPAFAH FP inh 7, GLD-1 RNA inh -1, PME-1 primary 1, PAFAH1B2 FP inh 6, Fam108B counter 1, MCL1-BIM inh -5 and AHR activator 26.
For CCOc1ccc(C(=O)CN2CCN(S(=O)(=O)c3ccc(Cl)cc3)CC2)cc1 the results were MEX-5 binding 1.6, Bcl-xL primary 6, pPAFAH FP inh -1, GLD-1 RNA inh 4, PME-1 primary 5, PAFAH1B2 FP inh 15, Fam108B counter 0, MCL1-BIM inh 8 and AHR activator 4.
`O=C(NC(=S)NC1CCCCC1)c1ccccc1` gave MEX-5 binding 1.2, Bcl-xL primary 3, pPAFAH FP inh 7, GLD-1 RNA inh 3, PME-1 primary 7, PAFAH1B2 FP inh 7, Fam108B counter 2, MCL1-BIM inh 4 and AHR activator 2.

Some of the compounds tested; the hit share may differ from the screen's.
